# NCI-60 one-dose screen, 48 h, at 10 µM unless noted. Numbers give growth in % (100 = growth as untreated, 0 = no growth, -100 = all killed).
# MOLT-4: MOLT-4 leukemia cells; 6.9% of 80,000 active
# CCRF-CEM: CCRF-CEM leukemia; 7% of 77,000 active
# SR: SR leukemia cells | 8.7% of 73,000 active | AID 1794780
# MDA-MB-435: MDA-MB-435 melanoma. 7.8% of 82,000 active. AID 1794794
# RPMI-8226: RPMI-8226 leukemia cells; 7.5% of 77,000 active; AID 1794781
# HOP-92: HOP-92 NSCLC cells; 6.3% of 71,000 active
# HOP-62: HOP-62 NSCLC; 3.9% of 80,000 active; AID 1794735
# K-562: K-562 leukemia; 7.4% of 78,000 active
# * hit, by the source's call; · = not tested or not shown; & = joins results of further samples. The calls were made as follows: active = growth percent below 10; inactive = the rest.
SMILES,MOLT-4,CCRF-CEM,SR,MDA-MB-435,RPMI-8226,HOP-92,HOP-62,K-562
CC(=O)c1ccc[n+](Cc2c(Cl)cccc2Cl)c1,118.4,102.2,131.8,94.3,101.3,·,·,105.1
COCC1OC(OC)C(OC)C(OC)C1OC (stereo not given),100.1,104.1,90.8,104.9,107.8,84.8,80.9,100.2
CCCCCCSc1ncnc2nc[nH]c12,84.7,101.1,85.2,84.9,84.8,68.3,95.6,70.7
c1cc(CCc2ccncc2)ccn1,131.6,87.7,117.6,107.2,93.2,58.0,91.2,112.1
COc1ccc(/C=C/C(=O)c2cc3c(N)c(C(=O)Nc4ccc(OC)cc4)sc3nc2C)cc1,33.3,19.9,11.8,-23.0*,37.7,97.7,49.2,17.9
O=C(/C(=N/OCc1ccccc1)c1ccccc1)c1ccccc1,84.5,89.8,86.2,99.9,87.8,69.2,104.9,102.8
NC(N)=NCCCCNC(=O)C1=NOC2(C=C(Br)C(=O)C(Br)=C2)C1,103.2,96.3,102.6,112.5,111.5,135.4,108.8,94.8
CNC(=O)c1cccn1C,116.4,124.3,121.1,114.0,122.0,103.1,107.5,106.7
C=CCn1c2ccc(Br)cc2c2c3c(c4c5ccccc5ccc4c21)C(=O)NC3=O,98.0,99.6,75.8,96.6,108.9,95.0,94.3,96.8
Cc1[nH]nc2ccc3nc(-c4cn[nH]c4C(F)(F)F)c4c(c3c12)CCCC4,2.2*,-12.1*,16.6,21.6,1.0*,-18.3*,5.2*,14.9
CCCCOC(C)OCc1ccc2c(c1)OCO2 (stereo not given),94.2,103.0,96.9,103.3,104.4,·,·,106.5
COc1ccc(-c2nnc(COc3ccc(NC(=O)Nc4ccccc4)cc3F)o2)cc1,58.7,61.2,36.1,92.3,51.3,52.2,89.2,71.8
COc1ccc(-c2c[nH]c(C(=O)O)c2-c2cc(OC)c(OC)c(OC)c2)cc1,56.4,42.2,18.7,-21.3*,36.0,32.2,37.3,11.7
COc1cc2nc(Sc3nnc(N)s3)n(Cc3ccccc3)c(=O)c2cc1OC,81.5,118.2,86.6,99.4,104.4,73.3,103.8,95.1
C[C@]12O[C@H](C[C@]1(O)CO)n1c3ccccc3c3c4c(c5c6ccccc6n2c5c31)CNC4=O,-18.0*,0.7*,-14.4*,-80.1*,-41.3*,-26.3*,-63.0*,4.9*
CCCCNC(=O)OCn1cnc2c(SCCC)ncnc21,101.6,98.4,·,110.9,101.9,87.1,89.6,111.3
Cc1ccc(C(=O)c2ccccc2Cl)cc1,102.6,106.6,103.5,105.0,102.4,84.6,102.6,110.0
CCOc1ccc(-c2cc(-c3cc(C(C)C)c(O)cc3C)nn2-c2ccc(S(N)(=O)=O)cc2)cc1,11.6,11.3,5.5*,-43.6*,13.8,47.4,65.4,12.4
NC(Cc1ccccc1)C(=O)Nc1nnc(C2CC2)s1 (stereo not given),109.7,105.9,99.9,102.0,107.9,116.7,89.9,95.5
O=C(Nc1nccs1)c1ccoc1COc1ccccc1,99.3,105.0,·,102.6,109.1,121.0,94.5,97.4
c1cc[n+](C2c3ccccc3-c3ccccc32)cc1,99.1,79.6,92.6,100.5,67.6,69.9,66.4,94.7
CC(=O)N=C1N(/C=C2\C(=O)Oc3ccccc3C2=O)C(=O)/C(=C/c2ccc(OC(C)=O)cc2)N1C,98.3,100.8,89.3,103.1,100.8,79.5,100.4,102.8
O=C(Nc1ccc(C2=NCCN2)cc1)c1ccc(C(=O)Nc2ccc(C3=NCCN3)cc2)c(Cl)c1,77.6,101.2,34.7,100.0,35.4,87.2,104.4,86.5
COc1ccc(/C=C/C(c2cc(OC)c(OC)c(OC)c2)n2cncn2)cc1O (stereo not given),21.8,6.3*,5.7*,-33.0*,19.9,48.0,22.5,8.0*
CC1(C2CCCCC2)NC(=O)NC1=O (stereo not given),107.6,109.0,115.9,106.6,113.5,112.4,82.6,116.8

# Molecules listed so far with a Cl atom, in the order listed:
SMILES,MOLT-4,CCRF-CEM,SR,MDA-MB-435,RPMI-8226,HOP-92,HOP-62,K-562
CC(=O)c1ccc[n+](Cc2c(Cl)cccc2Cl)c1,118.4,102.2,131.8,94.3,101.3,·,·,105.1
Cc1ccc(C(=O)c2ccccc2Cl)cc1,102.6,106.6,103.5,105.0,102.4,84.6,102.6,110.0
O=C(Nc1ccc(C2=NCCN2)cc1)c1ccc(C(=O)Nc2ccc(C3=NCCN3)cc2)c(Cl)c1,77.6,101.2,34.7,100.0,35.4,87.2,104.4,86.5

# Next part.
SMILES,MOLT-4,CCRF-CEM,SR,MDA-MB-435,RPMI-8226,HOP-92,HOP-62,K-562
COc1ccc2cc(-c3ccnc4c(N=Nc5ccccc5)c(N)nn34)ccc2c1,100.1,94.2,95.9,107.6,98.3,84.6,101.8,76.7
Nc1nc2cc(Cl)c(Br)cc2o1,104.7,108.6,·,102.6,100.3,86.7,96.5,126.2
CC(C)=NNS(=O)(=O)c1ccc(C)cc1,91.0,92.8,87.3,96.5,101.1,83.7,98.4,91.5
Cc1ccc(S(=O)(=O)NC(c2ccc(Br)cc2)c2nnc(-c3ccccc3)o2)cc1 (stereo not given),90.0,100.3,107.0,99.9,·,100.6,117.8,99.8
CCOC(=O)c1ccc(N2C(=O)CC(SC3=NC(c4ccc(OC)cc4)C=C(c4ccccc4)N3)C2=O)cc1 (stereo not given),93.7,110.8,74.4,100.9,100.4,129.6,96.2,92.1
COc1cc2c(cc1OC)C(CNC(=O)/C=C/c1cc(OC)c(OC)c(OC)c1)C2 (stereo not given),89.1,107.8,101.1,103.3,100.3,102.1,112.4,98.1
S=c1[nH]nc(-c2ccncc2)n1-c1ccc(Cl)cc1,78.8,91.0,94.1,104.8,104.4,89.2,96.0,102.3
CCOC(=O)C1C/C(=N\O)c2ccc(OC)c(OC)c2C1 (stereo not given),116.8,100.6,138.5,104.2,101.7,89.2,120.0,109.4
COc1ccc(-c2ccc(SCC(=O)Nc3ccc(S(N)(=O)=O)cc3Br)nn2)cc1,93.7,98.7,92.7,108.1,85.8,·,-10.0*,101.5
COc1ccc2cc(N3CCCC3=O)ccc2c1,96.5,105.3,100.2,95.0,107.5,114.1,107.9,105.7
CC(C)c1ccc(O)c(C(C)(C)C)c1,105.4,102.2,113.1,98.9,105.8,108.1,91.3,102.0
O=[N+]([O-])c1ccc(N=Nc2c(S(=O)(=O)O)cc3cccc(S(=O)(=O)O)c3c2O)cc1,104.3,97.1,101.8,114.7,102.0,74.9,100.1,95.2
CCCCCc1cc[n+](CC(=O)c2ccccc2)cc1,108.8&104.1,99.4&92.2,100.1&114.6,104.6,107.5&103.7,67.7,108.3&90.5,103.9&112.8
Cc1ccc(NC(=O)N/C(N)=N/c2nc(=O)c3ccccc3s2)cc1,99.8,-23.0*,88.1,87.5,101.4,86.4,91.7,57.0
CCc1nn2c(C)cc(C)nc2c1Cc1ccc(/C=C/CN2CCN(CCOCCOCCN3CCN(C/C=C/c4ccc(Cc5c(CC)nn6c(C)cc(C)nc56)cc4)CC3)CC2)cc1,-17.6*,-10.2*,-30.9*,-78.3*,-41.9*,-5.1*,18.7,-51.2*
O=c1c2c3c(sc2nc(SCc2nnc(Nc4ccccc4)s2)n1Cc1ccccc1)CCCC3,87.7,96.3,·,100.7,93.0,104.1,109.5,92.4
C=C(C)[C@@H]1CC[C@]2(C)[C@H](CC[C@@H]3[C@H]4[C@H]5OC(=O)[C@@]4(CCC5(C)C)CC[C@]32C)[C@@]1(C)CC/C(N)=N/O,83.8,85.6,71.8,98.2,89.8,54.7,100.8,87.7
COc1ccc(-c2[nH]ncc2-c2ccc(Cl)cc2)c(O)c1,70.9,·,·,53.5,63.0,81.6,92.4,·
O=C(Nc1cccc(Cl)c1)OCC#CCCl,60.5,34.7,44.0,64.0,36.6,43.9,77.7,81.9
CCOC(=O)/C(=C/c1ccc(OC)cc1)C(=O)c1ccccc1,62.5,55.8,37.3,·,64.4,70.1,94.2,51.3
CC(Br)C(OC(=O)c1ccco1)c1cc2c(cc1Br)OCO2 (stereo not given),76.9,91.6,71.2,61.9,80.3,·,80.2,47.2
O=C(Nc1cccc(C2=NCCN2)c1)c1ccc(N=Nc2ccc(C(=O)Nc3cccc(C4=NCCN4)c3)cc2)cc1,80.9,·,87.5,47.9,·,·,42.3,51.8
C=C1C(=O)O[C@H]2[C@H]1CC/C(COC(=O)CSCCSCC(=O)OC/C1=C/CC[C@@]3(C)O[C@H]3[C@H]3OC(=O)C(=C)[C@@H]3CC1)=C\CC[C@@]1(C)O[C@@H]21,-22.5*,-41.5*,-22.6*,34.3,-29.7*,-0.1*,81.2,1.8*
C1CCC(OC2CSC2)OC1 (stereo not given),100.1,105.4,95.2,106.9,108.0,88.7,97.4,106.4
CCS(=O)(=O)Oc1ccc2c3c(c(=O)oc2c1)CCCCC3,89.8,74.3,65.0,90.5,89.9,·,108.7,101.9

# Ordered by SMILES length (lowest first): some entries from above
SMILES,MOLT-4,CCRF-CEM,SR,MDA-MB-435,RPMI-8226,HOP-92,HOP-62,K-562
C1CCC(OC2CSC2)OC1 (stereo not given),100.1,105.4,95.2,106.9,108.0,88.7,97.4,106.4
COCC1OC(OC)C(OC)C(OC)C1OC (stereo not given),100.1,104.1,90.8,104.9,107.8,84.8,80.9,100.2
CC(C)=NNS(=O)(=O)c1ccc(C)cc1,91.0,92.8,87.3,96.5,101.1,83.7,98.4,91.5
CCCCCc1cc[n+](CC(=O)c2ccccc2)cc1,108.8&104.1,99.4&92.2,100.1&114.6,104.6,107.5&103.7,67.7,108.3&90.5,103.9&112.8
NC(Cc1ccccc1)C(=O)Nc1nnc(C2CC2)s1 (stereo not given),109.7,105.9,99.9,102.0,107.9,116.7,89.9,95.5
O=c1c2c3c(sc2nc(SCc2nnc(Nc4ccccc4)s2)n1Cc1ccccc1)CCCC3,87.7,96.3,·,100.7,93.0,104.1,109.5,92.4
CCOC(=O)c1ccc(N2C(=O)CC(SC3=NC(c4ccc(OC)cc4)C=C(c4ccccc4)N3)C2=O)cc1 (stereo not given),93.7,110.8,74.4,100.9,100.4,129.6,96.2,92.1

# Reformatted as labelled records: part of the list above.
> COc1cc2c(cc1OC)C(CNC(=O)/C=C/c1cc(OC)c(OC)c(OC)c1)C2 (stereo not given)
- MOLT-4: 89.1
- CCRF-CEM: 107.8
- SR: 101.1
- MDA-MB-435: 103.3
- RPMI-8226: 100.3
- HOP-92: 102.1
- HOP-62: 112.4
- K-562: 98.1

> S=c1[nH]nc(-c2ccncc2)n1-c1ccc(Cl)cc1
- MOLT-4: 78.8
- CCRF-CEM: 91.0
- SR: 94.1
- MDA-MB-435: 104.8
- RPMI-8226: 104.4
- HOP-92: 89.2
- HOP-62: 96.0
- K-562: 102.3

# (list continues)
SMILES,MOLT-4,CCRF-CEM,SR,MDA-MB-435,RPMI-8226,HOP-92,HOP-62,K-562
CCN(CC)c1cc2oc3cc(N)cc(=N)c-3nc2cc1C,29.1,15.3,30.4,-64.8*,43.4,82.1,65.3,24.9
COc1ccc2nc(-c3cnn4cccnc34)sc2c1,101.5,104.4,91.0,113.8,97.2,87.3,104.5,99.5
Nc1ncnc(Cl)c1[N+](=O)[O-],112.4,121.1,110.4,104.8,116.0,85.2,100.4,116.8
CCCCC1(CCCC)NC(=O)NC1=O,85.1,79.6,96.9,101.3,92.3,97.3,99.7,98.9
O=c1[nH]c2ccccc2cc1CSc1ccccc1Nc1nccc(-c2ccc3ccccc3c2)n1,59.0,81.5,69.9,85.5,68.6,55.3,96.9,60.8
COc1ccc(-c2cc(-c3ccc(N4CCOCC4)cc3)n3c(n2)nc2ccccc23)cc1OC,51.4,63.7,70.3,93.1,57.5,-4.3*,94.8,68.9
CN(CCOc1ccc(CC2SC(=O)NC2=O)cc1)c1ccccn1 (stereo not given),119.0,108.4,·,98.3,103.6,·,94.3,117.9
CCOC(=O)c1ccc2[nH]c(-c3ccccc3)cc(=O)c2c1,94.0,89.7,96.0,107.2,88.2,92.5,105.7,97.2
CNC(=O)c1cc(Oc2ccc3nc(NC(=O)Nc4ccc(CN5CCOCC5)c(C(F)(F)F)c4)sc3c2)ccn1,3.8*,17.7,-0.1*,13.0,5.3*,-7.8*,44.6,5.9*
CC(C)=Cc1cc(-c2cc(C=C(C)C)nc(N)n2)nc(N)n1,107.4,108.1,·,118.5,113.6,113.3,100.6,100.9
O=C1C=C(Nc2ccc([N+](=O)[O-])cc2)c2ccccc2C1=O,28.5,38.9,23.9,-88.2*,18.0,·,51.9,13.2
CC(c1ccc(-n2cccn2)cc1)c1cnc(N2CCc3ccc(C(N)=O)cc3C2)s1 (stereo not given),8.6*,33.4,53.5,40.4,34.5,71.0,82.2,30.4
O=C(O)/C=C/C(=O)Nc1cccc2cccnc12,110.9,97.5,126.9,88.5,·,106.5,81.3,125.6
Cc1sc(-n2nnc(C(=O)O)c2C)c(C(=O)O)c1C,91.6,87.5,87.7,104.1,94.4,103.8,93.7,97.4
O=S(=O)(c1ncsc1-c1ccccc1)N1CCN(c2cccc(Cl)c2)CC1,77.1,91.6,96.6,90.9,78.0,99.0,99.3,73.2
NC(=O)c1cc(Cl)ccc1NC(=O)[C@@H]1C[C@H]1c1ccccc1,92.0,89.8,78.5,96.1,102.1,103.6,113.6,92.2
CC(=O)C(N=Nc1ccc(-c2cc(-c3ccc(N=NC(C(C)=O)C(C)=O)cc3)cc(-c3ccc(N=NC(C(C)=O)C(C)=O)cc3)c2)cc1)C(C)=O,96.3,100.3,92.8,102.9,·,112.3,106.0,105.8
CC(C)C[C@H](N)C(=O)N[S@](=O)c1cccc(Cl)c1,100.6,95.7,111.3,104.2,98.6,105.4,110.0,95.6
O=[N+]([O-])c1ccc(Br)nc1,101.4,95.7,95.7,109.6,96.3,114.8,104.6,103.4
Cc1c(C(N)=O)sc2c1c(=O)n(Cc1ccccc1)c1nnc(-c3ccc(Br)cc3)n21,·,·,·,39.0,12.1,43.4,37.7,·
Cn1c(-c2ccccc2)cc2ccccc21,83.7,·,90.8,103.5,94.6,98.1,99.0,87.7
O=C(/C(=C/c1ccc([N+](=O)[O-])cc1)SCc1ccc(F)cc1)c1ccc(Cl)cc1,7.7*,6.2*,0.1*,43.9,-16.0*,69.6,76.8,0.7*
Cn1cc(-c2cc(N)n3nc(-c4c[nH]c5ccccc45)cc3n2)c2cc(F)ccc21,25.7,0.0*,13.1,14.6,0.8*,31.3,-22.1*,3.6*
